TSHR antag = Antagonists of the Thyroid Stimulating Hormone Receptor: HTS campaign; Thyrotropin receptor (Homo sapiens), P16473; AID 504810, 2011; TSHR-expressing cells, TSH-stimulated cAMP HTRF, 2 h; stronger effect = lower value; 330,000 compounds, 0.2% hits; activity change, negative = inhibition, % at 11.5 µM;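 active means activity change below a set negative limit, meaning inhibition stronger than a set level, cut at about -70% in these data; inconclusive means activity change between two set negative limits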; further: on the % scale 0 is the no-effect control and ±100 the full control effect
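Competitive HTRF cAMP read-out (cryptate anti-cAMP antibody, cAMP-d2; 30 min, room temperature) in freshly harvested TSHR cells. Compounds added before TSH at EC80 (4nM final), followed by 2 hours' incubation at 37 deg C.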
Eya2 phos inh = qHTS Assay for Inhibitors of the Phosphatase Activity of Eya2 | Protein phosphatase EYA2 (Homo sapiens), O00167 | recombinant Eya2, OMFP fluorescence dephosphorylation (OMFP is methylfluorescein phosphate) | Potency, µM (highest dose often 76.9 µM), for the others: top-dose activity, negative = inhibition, hits mostly inhibitors | 330,000 compounds, 0.006% hits; further: potency means the concentration at half of the fitted maximal effect; on the % scale 0 is the no-effect control and ±100 the full control effect
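Eya2 (0.2 uM) preincubated 10 min at ambient with compound, then OMFP substrate added at 50 uM; 10 min reaction in 50 mM HEPES pH 7.5, 50 mM NaCl, 5 uM MgCl2, 0.05% BSA, 1 mM DTT. Fluorescence read at Ex 485/Em 525 nm.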
BCR signal inh = qHTS Assay to Find Inhibitors of Chronic Active B-Cell Receptor Signaling | 340,000 compounds, 0.05% hits | Potency, µM (titrated, usually from 46.1 µM), for inactives: at the highest dose ratio change, negative = lower green/red ratio, usual class: inhibitors | ABC-DLBCL IkBa-CBG/CBR reporter, luminescence ratio, 4 h; active means well fitted inhibition curve with a large enough effect in the signal ratio, with a control signal flat, not every such curve was filed as active; inconclusive means small, poorly fitted or top-dose-only effect, or effect the other way, or a change in a side signal; the % refers to the signal ratio;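 further: potency means the concentration at half of the fitted maximal effect; plate controls were basal doxycycline-induced cells for no effect and cells given 10 µM MG132 for full effect; MG132 reads +100%, hits lower the ratio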
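TMD8 ABC-DLBCL cells carrying doxycycline-inducible green luciferase fused to IkappaBalpha plus unfused red luciferase were exposed to compounds (up to 46 uM) for 4 hrs at 37C. Activity came from the overlap-corrected green/red luminescence ratio.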
MBNL1-CUG inh = qHTS Assay for Inhibitors of MBNL1-poly(CUG) RNA binding. TR-FRET MBNL1-His/biotin-(CUG)12 binding, 665/545 ratio. 280,000 compounds, 0.036% hits. Potency, µM (titrated, usually from 57.5 µM), for inactives: at the highest dose activity change, negative = inhibition, usual class: inhibitors. Muscleblind-like protein 1 (Homo sapiens), Q9NR56; active means well fitted inhibition curve with a large enough effect in the signal ratio, with a control signal flat, not every such curve was filed as active; inconclusive means small, poorly fitted or top-dose-only effect, or effect the other way, or a change in a side signal; inactive means no such curve, though single readings can be large or run the other way; the % refers to the signal ratio; further: potency means the concentration at half of the fitted maximal effect; on the % scale 0 is the no-effect control and ±100 the full control effect
Target sequence (Q9NR56 whole entry, looked up): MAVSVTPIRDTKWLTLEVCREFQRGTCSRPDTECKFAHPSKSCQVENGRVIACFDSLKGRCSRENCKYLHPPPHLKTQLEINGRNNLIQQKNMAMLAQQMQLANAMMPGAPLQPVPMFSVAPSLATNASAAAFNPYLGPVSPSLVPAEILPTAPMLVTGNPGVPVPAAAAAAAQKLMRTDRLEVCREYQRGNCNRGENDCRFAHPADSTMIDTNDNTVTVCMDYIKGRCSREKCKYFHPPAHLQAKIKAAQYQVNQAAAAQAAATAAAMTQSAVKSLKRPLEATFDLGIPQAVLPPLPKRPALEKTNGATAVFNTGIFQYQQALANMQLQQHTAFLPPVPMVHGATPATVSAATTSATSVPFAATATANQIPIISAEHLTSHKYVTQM
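TR-FRET readout: Ex 340 nm, 665/545 nm emission ratio, normalized to buffer-only (basal) and MBNL1-(CUG)12 controls. Complex of MBNL1-His with Biotin-(CUG)12, compounds 92 nM–58 uM, incubated 60 min at room temperature.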
S-ASM inh = Inhibitors of Secretory Acid Sphingomyelinase (S-ASM): qHTS | placental ASM, HMU-PC fluorogenic substrate, 60 min | Potency, µM (titrated, usually from 57.5 µM), for inactives: at the top dose activity change, negative = inhibition, usual class: inhibitors | 340,000 compounds, 0.006% hits | AID 504937, 2011; further: potency means the concentration at half of the fitted maximal effect
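Human placenta-derived ASM preincubated with compound 10 min at room temperature, then reacted with 9 uM (final) fluorogenic HMU-PC substrate for 60 min at 37 C. Stop solution raises pH to 10; fluorescence read at Ex 386/Em 447 nm.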
USP2a block = qHTS Assay for Inhibitors of Ubiquitin-specific Protease USP2a Using CHOP2 as the Reporter; Ubiquitin carboxyl-terminal hydrolase 2 (Homo sapiens), O75604; USP2 core, Ub-CHOP2 coupled fluorogenic reporter, 485/531; 330,000 compounds, 0.01% hits; Potency, µM (highest dose often 38.3 µM), for the others: at the highest dose activity change, negative = inhibition, most hits filed as inhibitors; AID 463254, 2010;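 further: potency means the concentration at half of the fitted maximal effect; plate controls were DMSO wells for no effect and full inhibition by NEM control for full effect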
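Deubiquitinase activity read as fluorescence (485/531 nm) after Ub-CHOP2 cleavage activates the enterokinase reporter on its substrate; USP2 core 10nM, Ub-CHOP2 and substrate 25nM each, 30min compound preincubation then 60min RT; data normalized to NEM, curves fitted.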
Mito fusion act = qHTS Assay for Small Molecule Inhibitors of Mitochondrial Division or Activators of Mitochondrial Fusion | S. cerevisiae fusion-defective mutant growth rescue, CellTiterGlo 48 h | Potency, µM (top dose mostly 46.1 µM), for the others: at the highest dose growth rescue (activation), usual class: activators | 320,000 compounds, 0.23% hits | AID 485298, 2010;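 further: potency means the concentration at half of the fitted maximal effect; % of control where 0% means no effect; nearly all actives have a fitted effect of over 45% in size; temperature-sensitive fusion mutants such as fzo1-1 at 37 °C on non-fermentable ethanol glycerol medium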
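Growth-rescue viability read-out: after 48 h at the non-permissive 37C in glycerol/ethanol YPEG, yeast mitochondrial fusion mutants are measured by CellTiterGlo luminescence; compounds (23 nl pinned per well) restoring growth score as division inhibitors or fusion activators.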
Menin MLL FP TR = qHTS Assay for Inhibitors Targeting the Menin-MLL Interaction in MLL Related Leukemias: Competition With Texas Red Labeled MLL-derived Mutant Peptide | Menin + Texas Red MLL mutant peptide, fluorescence polarization | AID 1768, 2009 | Potency, µM (top dose mostly 61.6 µM), without a hit: at the top dose FP activity change, negative = inhibition, actives largely listed as inhibitors | 270,000 compounds, 0.23% hits; active means well fitted inhibition curve with a large enough effect in the polarisation, with a control signal flat, not every such curve was filed as active; inconclusive means small, poorly fitted or top-dose-only effect, or effect the other way, or a change in a side signal; inactive means no such curve, though single readings can be large or run the other way; the % refers to the polarisation; further: potency means the concentration at half of the fitted maximal effect; % of control where 0% means no effect; many of its hits are not listed in these tables
Target sequence (O00255 whole entry, looked up): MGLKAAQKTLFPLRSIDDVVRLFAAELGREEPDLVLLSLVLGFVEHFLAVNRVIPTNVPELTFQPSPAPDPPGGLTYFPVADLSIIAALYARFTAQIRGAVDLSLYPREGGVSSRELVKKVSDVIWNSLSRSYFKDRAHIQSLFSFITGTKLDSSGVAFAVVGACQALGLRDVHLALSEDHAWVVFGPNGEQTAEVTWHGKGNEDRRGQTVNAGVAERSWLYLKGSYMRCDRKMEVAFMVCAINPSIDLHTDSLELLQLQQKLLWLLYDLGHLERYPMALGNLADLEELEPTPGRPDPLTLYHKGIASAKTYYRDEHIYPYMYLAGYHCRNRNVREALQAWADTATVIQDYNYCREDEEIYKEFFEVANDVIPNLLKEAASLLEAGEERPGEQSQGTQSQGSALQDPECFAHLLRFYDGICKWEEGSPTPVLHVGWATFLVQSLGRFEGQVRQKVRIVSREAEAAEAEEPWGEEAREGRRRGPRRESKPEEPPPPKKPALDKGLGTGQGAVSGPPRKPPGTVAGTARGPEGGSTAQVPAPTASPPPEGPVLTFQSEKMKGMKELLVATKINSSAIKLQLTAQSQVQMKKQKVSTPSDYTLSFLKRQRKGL
PKM2 act = qHTS Assay for Activators of Human Muscle isoform 2 Pyruvate Kinase; purified PKM2, Kinase-Glo ATP luminescence, activation; response scale: 0% is enzyme alone, no compound; Potency, µM (highest dose often 57.5 µM), for inactives: at the highest dose activation, most hits filed as activators; 260,000 compounds, 0.34% hits; further: potency means the concentration at half of the fitted maximal effect; on the % scale 0 is the no-effect control and ±100 the full control effect; nearly all actives have a fitted effect of over 55% in size
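ATP formation by purified human PK-M2, quantified via coupled luciferase luminescence after 1 h at room temperature with 0.1 mM ADP and 0.5 mM PEP final.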
hERG WT inh = qHTS for Inhibitors of KCHN2 3.1: Wildtype qHTS. Voltage-gated inwardly rectifying potassium channel KCNH2 (Homo sapiens), Q12809. U2OS, BacMam KCNH2, thallium flux FluxOr; stronger effect = lower value. activity change, % at 1.84 µM. 340,000 compounds, 0.37% hits;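 active means maximum activity change below -70%; inconclusive means maximum activity change between -70% and -50%; inactive means maximum activity change above -50%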; further: on the % scale 0 is the no-effect control and ±100 the full control effect
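U2OS cells were transduced with wild-type KCNH2 virus (2.03 x 10^8 / mL) for 4 h at room temperature, then cultured overnight at 37 C. Thallium flux was read with FluxOr dye. Rate constants were normalized to DMSO controls.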
GALK inhibitor = qHTS Assay for Inhibitors of Human Galactokinase (GALK). Purified GALK, Kinase-Glo residual ATP luminescence. P51570. Potency, µM (top dose mostly 57.5 µM), for the others: top-dose activity change, negative = inhibition, hits mostly inhibitors. 270,000 compounds, 0.007% hits; further: potency means the concentration at half of the fitted maximal effect; on the % scale 0 is the no-effect control and ±100 the full control effect
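GALK at 5 nM final was combined with compound, 35 uM ATP and 100 uM galactose in HEPES pH8.0 with MgCl2 and DTT. The reaction ran one hour at room temperature before luminescent ATP detection.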
Starred values were filed as active, the others as inactive; ? = inconclusive; · = no result given; [ ] = remark or other dose. Unless noted, the call rests on the fitted dose curve; in most records, active means well fitted curve in the direction sought with a large enough effect; inconclusive means small, poorly fitted or top-dose-only effect, or another doubt; inactive means no such curve, though single readings can be large; an effect the other way counts as inactive or inconclusive. Only part of the results is shown (hit frequency here may not be typical).

SMILES	TSHR antag	Eya2 phos inh	BCR signal inh	MBNL1-CUG inh	S-ASM inh	USP2a block	Mito fusion act	Menin MLL FP TR	PKM2 act	hERG WT inh	GALK inhibitor
O=[N+]([O-])c1ccccc1N/N=C/c1c[nH]c2ccccc12	-14.3	-8.8%	13.2%	?	-20.2%	2.9%	1.2%	?	-8.2%	-0.6	0.2%
c1ccc(-c2nc(NCc3ccco3)c3ccccc3n2)nc1	-3.6	9.8%	?	25.4%	4.3%	1.6%	0.5%	-12.5%	0.6%	0.9	-0.8%
COc1cc(OC)cc(C(=O)NC(=S)Nc2ccc(Cl)c(C(=O)O)c2)c1	-7.8	6.0%	?	-0.5%	1.7%	1.9%	0.0%	20.8%	-9.3%	5.9	1.7%
CC(=O)NNc1ncnc2c1cnn2-c1ccc(C)c(Cl)c1	-4.4	6.9%	9.6%	·	-2.2%	-1.7%	0.4%	?	3.2%	3.8	8.9%
Cc1ccc(C(=O)N2N=C3c4ccccc4S(=O)(=O)N3[C@H]2N(C)C)cc1	-6.2	-21.9%	8.6%	4.2%	1.3%	1.1%	-3.1%	-3.6%	-2.9%	-8.3	12.6%
Brc1cc2[nH]cnc2c2ccccc12	8.8	16.4%	?	?	-2.9%	-1.5%	5.4%	?	11.1%	5.4	0.0%
CCOc1ccccc1N(CC(=O)NCCSc1ccccn1)S(=O)(=O)c1ccc(C)cc1	-10.6	8.1%	9.2%	-2.6%	3.1%	-1.8%	23.5%	·	·	-1.0	0.1%
COC(=O)c1ccc(C)c(NC(=O)CCCN2C(=O)CN(C)C2=O)c1	36.6	8.8%	3.4%	·	1.3%	0.4%	·	·	·	8.1	·
CCOC(=O)c1ccc2c(c1)nc(SC(C)C(=O)NCC1CCCO1)n2CC (stereo not drawn)	-3.3	-0.6%	-1.8%	·	-1.5%	3.7%	1.4%	·	·	-15.8	·
O=c1c2c(nc3nc(COc4ccccc4)[nH]n13)CCC2	-6.7	2.7%	?	-8.0%	3.3%	0.3%	-0.7%	?	3.2%	-18.4	1.4%
CCOC(=O)c1c(C)oc2ccc(NS(=O)(=O)c3cccs3)cc12	-5.0	-40.9%	?	10.3%	-7.8%	-7.3%	5.6%	?	2.3%	-17.0	-2.0%
O=C(C1CCCN(S(=O)(=O)c2ccccc2[N+](=O)[O-])C1)N1CCCC1 (stereo not drawn)	-1.1	7.5%	-6.2%	9.2%	-2.2%	0.2%	-6.8%	-10.3%	1.3%	-2.7	3.8%
NC(=O)C1CCN(C(=O)Cn2cccc2C(=O)c2ccccc2)CC1	3.0	2.2%	?	4.0%	3.5%	-2.1%	-1.9%	4.1%	3.3%	-4.3	3.7%
COC1CCN(C(=O)c2ccc3oc(C(C)C)nc3c2)CC1	-1.2	4.7%	0.3%	-8.8%	5.6%	4.7%	2.2%	1.8%	·	7.4	-3.9%
COc1cc(OC)c(OC)cc1/C=N/NC(=O)CC1C(=O)NN=C1C (stereo not drawn)	-6.0	-5.7%	-7.7%	13.8%	2.2%	-1.1%	-6.5%	4.6%	2.5%	2.3	1.1%
COc1ccc(C(=O)COC(=O)CCc2ccccc2)cc1	-3.9	0.7%	-1.2%	-5.9%	4.4%	5.1%	7.9%	·	-2.4%	-8.6	-1.7%
O=C(O)CC1S/C(=N/N=C/c2ccc(-c3ccc(Cl)cc3[N+](=O)[O-])o2)NC1=O (stereo not drawn)	10.6	-3.9%	10.5%	?	-4.9%	-2.0%	2.1%	-2.4%	1.1%	-0.6	-4.0%
COc1ccc(-c2[nH]c(-c3ccc(F)cc3)nc2SCC(=O)NC2CCCC2)cc1	-4.4	-3.5%	?	-2.1%	-14.9%	2.1%	23.5%	3.7%	1.6%	-2.5	·
CC1=CC(C)(C)N(C(=O)CN2C(=O)CCC2=O)c2ccc(C)cc21	5.0	1.3%	-9.6%	-2.2%	-0.4%	1.3%	-1.5%	?	8.8%	2.7	-1.6%
CN(CC(=O)Nc1ccc2c(c1)OCO2)S(=O)(=O)c1cccs1	1.2	-0.9%	-3.7%	0.0%	3.5%	-0.1%	13.3%	4.3%	3.8%	4.0	-2.8%
CC(=O)N1CCN=C1SCc1c(F)cccc1Cl	2.7	2.6%	5.6%	?	-7.7%	1.2%	0.3%	13.9%	5.6%	6.4	0.2%
O=C(C1=C[C@H](C2CC2)C[C@H](OCc2ccc(CO)cc2)O1)N1CCOCC1	-4.5	17.9%	-1.1%	-8.3%	-0.4%	1.6%	-0.5%	-20.9%	1.6%	·	-0.9%
O=C1CC(N2CCC(c3nc4ccccc4[nH]3)CC2)C(=O)N1Cc1ccccc1 (stereo not drawn)	·	·	·	1.4%	6.1%	·	-22.7%	-2.3%	1.2%	4.7	0.7%
O=C(CN1CC(=O)Nc2ccccc21)NCCc1ccc(Cl)cc1Cl	-10.1	2.7%	17.7%	36.7%[activator]	5.9%	3.1%	-7.1%	8.0%	3.0%	-7.0	-4.2%
Cc1ccc(NC(=O)N2CCC(NC(=O)C(C)(C)C)CC2)cc1	63.4	-1.2%	6.5%	-16.9%	-1.1%	2.1%	-2.4%	3.5%	1.5%	0.9	-0.1%
O=C1NC(=S)S/C1=C/c1ccc(Oc2cnccn2)cc1	-8.1	3.3%	12.2%	6.7%	-3.3%	-15.1%	-6.1%	25.8%	2.5%	-1.2	4.2%
Cc1csc(N(C)C(=O)CSc2nnc(COc3ccccc3C)o2)n1	6.7	-3.6%	4.5%	-2.5%	-8.0%	-1.1%	2.6%	9.9%	2.0%	0.2	-0.2%
COC(=O)[C@@]12CCCCN1[C@H](c1ccc(-c3ccc(F)cc3)c(OC)c1)[C@@H]1C(=O)N(C)C(=O)[C@@H]12	-9.7	-18.6%	0.4%	·	-19.2%	3.9%	?	·	·	-3.6	·
Cc1ccc(C(=O)NN2C(=O)C3C(C2=O)C2C=CC3C23CC3)cc1 (stereo not drawn)	-7.4	-8.4%	?	2.3%	4.3%	-0.2%	3.9%	-2.2%	-2.2%	-7.1	0.9%
Cc1ccc2c(ccc[n+]2CC(=O)c2ccccc2)c1	0.9	-4.4%	1.6%	·	-4.0%	4.4%	0.0%	-9.6%	-2.1%	-3.2	-0.3%
CCCNc1nc(OC(C(F)(F)F)C(F)(F)F)nc(OC(C(F)(F)F)C(F)(F)F)n1	-3.8	-2.9%	2.0%	1.7%	-0.6%	4.0%	2.7%	15.0%	-4.9%	-15.0	1.0%
COc1cc(C(=O)Nc2nc(-c3ccc(C)cc3)cs2)ccc1OCC(=O)N1CCOCC1	16.9	-5.8%	2.0%	65.7%[activator]	?	-1.6%	-9.6%	26.4%	8.1%	·	-3.5%
CNC(=O)CSc1nnc(-c2ccco2)n1-c1ccccc1OC	-4.4	0.5%	-1.4%	-6.9%	-6.2%	-0.7%	0.2%	-1.2%	-0.8%	1.7	-0.1%
O=C(NN=C1CCN(Cc2ccccc2)CC1)c1cc(Br)ccc1O	-4.1	10.8%	?	-12.2%	8.0%	0.5%	-2.0%	?	-0.1%	-15.0	0.6%

Assay outcomes: PubChem BioAssay, National Center for Advancing Translational Sciences (NCATS)
